From PubChem
MsrA inh: bovine MsrA enzyme inhibitors, primary screen, biochemical, absorbance, HTS. actives 0.75% (n = 360,000). Methionine sulfoxide reductase A (Bos taurus). purified bovine MsrA, absorbance read-out. inhibition, % at 15.5 µM; in the data active means inhibition above about 4.5%;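 further: 0% = vehicle wells with enzyme and 100% = reference inhibitor wells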
MT1-MMP act inh: blockers of MT1-MMP proenzyme processing, primary screen, HT1080 RFP-PRO-GFP cells, GFP/RFP fluorescence; Matrix metalloproteinase-14 (Homo sapiens), P50281; GFP/RFP ratio fluorescence, overnight; percent of plate control window, DMSO zero; GFP/RFP ratio change, % at 20 µM; actives 0.061% (n = 360,000); AID 651647, 2012;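 active means GFP/RFP ratio change of at least 30% with cell ATP level not reduced by more than half and red fluorescence within 50% of control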; further: strong numbers were not always called active
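Material – HT1080 RFP-PRO-GFP cells · Control set – DMSO wells and RFP-L50D-GFP cells · Incubation – overnight cell settling, then overnight compound exposure, 37 °C, 5% CO2 · Compound dosing – single-point 20 µM compound, 1% DMSO · Read-out – GFP/RFP fluorescence ratio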
MsrA act: bovine MsrA enzyme activators, primary screen, biochemical, absorbance, HTS; AID 602163, 2012; actives 0.3% (n = 360,000); purified bovine MsrA, absorbance read-out; Methionine sulfoxide reductase A (Bos taurus); activation, % at 10.6 µM; in the data active means activation above about 7.5%;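 further: 0% = vehicle and 100% = reference activator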
Rin1-Abl PPI inh: inhibitors of Rin1-Abl protein binding, primary screen, biochemical, TR-FRET; actives 0.4% (n = 360,000); inhibition, % at 7.35 µM; AID 588664, 2011; Tyrosine-protein kinase ABL1 (Homo sapiens) + Ras and Rab interactor 1 (Homo sapiens), …; in the data active means inhibition above about 5%, passing the limit was not always enough
E coli Lon inh: inhibitors of E. coli Lon protease, primary screen, biochemical, fluorescence polarization; inhibition, % at 7.94 µM; P0A9M0; AID 602123, 2011; purified E. coli Lon protease; actives 0.42% (n = 360,000); in the data active means inhibition above about 13%, passing the limit was not always enough;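 further: 0% = enzyme with probe and DMSO and 100% = no enzyme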
FAS-TE inh: FAS thioesterase domain inhibitors, primary screen, biochemical, fluorescence intensity, uHTS. Fatty acid synthase (Homo sapiens), P49327. recombinant FAS-TE, OMFH fluorogenic substrate, fluorescence endpoint. inhibition, % at 15 µM. actives 0.67% (n = 360,000). AID 602261, 2012;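 active means compounds whose normalised, plate-corrected inhibition of enzyme fluorescence in the single-dose primary screen is 50% or more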;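 further: 0% = DMSO with enzyme and 100% = substrate without enzyme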
Rpn11 inh: Rpn11 (PSMD14) deubiquitinase inhibitors, primary screen, biochemical, fluorescence polarization, uHTS | 26S proteasome non-ATPase regulatory subunit 14 (Homo sapiens), O00487 | human 26S proteasome, Ub4-pepOG fluorescence polarization; 20S core pre-blocked with epoxomicin | calls only at 20 µM | actives 0.59% (n = 360,000) | AID 588493, 2011;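 active means inhibition at 20 µM, scaled to each plate's controls, above about 33%, limit read from the data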
CSN deneddyl inh: inhibitors of CSN-mediated cullin deneddylation, primary screen, biochemical, fluorescence polarization, uHTS. actives 0.38% (n = 360,000). AID 651999, 2013. inhibition, % at 12.5 µM. COP9 signalosome complex subunit 5 (Homo sapiens), Q92905. Purified CSN, SCF-Nedd8-OG deneddylation;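 active means pattern-corrected inhibition above about 35%, with an unprinted fluorescence ratio check between 0.5 and 1.5, limit read from the data, passing the limit was not always enough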;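 further: 0% = enzyme with substrate and 100% = substrate without enzyme; some results filed as inactive read as strong as hits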
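Detection – fluorescence polarization · System – HEK293T-derived human Csn5 enzyme · Controls – substrate-only high control, full reaction low control · Timing – 90 min, room temperature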
MLLE-PAM2 inh: inhibitors of PABP1 MLLE–PAM2 peptide binding, primary screen, biochemical, fluorescence polarization, FITC-PAM2, GST-MLLE | inhibition, % at 20 µM | actives 0.36% (n = 360,000); in the data active means inhibition above about 35%, passing the limit was not always enough;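 further: plate controls were DMSO wells with GST-MLLE for no effect and wells lacking GST-MLLE protein for full effect; some results filed as inactive read as strong as hits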
The depositor's hits bear a star; i = inactive; x = not tested or not shown.

SMILES	MsrA inh	MT1-MMP act inh	MsrA act	Rin1-Abl PPI inh	E coli Lon inh	FAS-TE inh	Rpn11 inh	CSN deneddyl inh	MLLE-PAM2 inh
CC(=O)Nc1cccc(N)c1	0.3	2	-1	-1	-1	-5	i	-1	4
O=c1c2ccccc2[nH]c(=S)n1CCCn1ccnc1	-0.7	-2	-4	0	-2	-5	i	1	-68
Cc1cccn2c(=O)nc(SCC(=O)N3CCN(c4ccccc4)CC3)nc12	1.8	-1	-5	2	-2	2	i	-2	2
Cc1ccc(C(=O)NC(=S)N2CC(C)OC(C)C2)cc1[N+](=O)[O-] (stereo not given)	x	-1	-3	-5	-5	-3	i	2	-22
C/C(=N\NC(=O)c1cc(-c2ccc(O)cc2)nc2ccccc12)c1cccnc1	0.5	1	-6	-4	11	-4	i	1	7
CCCn1cc(CN2CCCC(C(=O)c3cccc(OC(C)C)c3)C2)c(C)n1 (stereo not given)	-1.9	4	-2	1	-4	-6	i	-4	-3
O=C1NC(=S)SC1=Cc1ccccc1Br	3.2	1	-9	2	6	11	i	5	0
O=C(Nc1ccc2[nH]ncc2c1)c1ccccc1Cl	0.9	-5	0	-1	-3	-5	i	1	9
Nc1nc(N)c(Cc2ccc(Cl)cc2Cl)c(N)n1	-0.3	-4	-2	5	10	-5	i	-15	5
CC(C)c1ccc(-c2nnc(SCC(=O)NC3CC3)n2C)cc1	0.1	3	-3	-2	-1	-4	i	1	-69
COc1ccc(-c2cc(C(F)(F)F)c3c(N)c(C(=O)NCCSC)sc3n2)cc1	0.2	-57	-3	-1	-12	-10	i	-2	43
O=C(NCc1ccco1)c1cccc(-c2ccc3nccn3c2)c1	-0.7	3	-3	0	14	-10	i	5	15
COc1cc2cc(C(=O)N3CCN(Cc4ccc5c(c4)OCO5)CC3)c(=O)oc2cc1OC	2.5	-1	1	-1	-6	-4	i	-4	-6
COc1cc2c(cc1OC)C1C(C(=O)Nc3ccccc3N3CCN(C)CC3)c3ccccc3C(=O)N1CC2 (stereo not given)	1.4	-13	-4	-2	-2	2	i	4	7
CC1(C)OC(=O)C2=C(C[C@@H](C3CCCC3)O[C@H]2CCc2cccc(Cl)c2)O1	-0.4	-1	-1	x	2	22	x	0	x

Reprinted at random: 2 records from the list.
SMILES	MsrA inh	MT1-MMP act inh	MsrA act	Rin1-Abl PPI inh	E coli Lon inh	FAS-TE inh	Rpn11 inh	CSN deneddyl inh	MLLE-PAM2 inh
Cc1cccn2c(=O)nc(SCC(=O)N3CCN(c4ccccc4)CC3)nc12	1.8	-1	-5	2	-2	2	i	-2	2
O=C(NCc1ccco1)c1cccc(-c2ccc3nccn3c2)c1	-0.7	3	-3	0	14	-10	i	5	15

Other records
SMILES	MsrA inh	MT1-MMP act inh	MsrA act	Rin1-Abl PPI inh	E coli Lon inh	FAS-TE inh	Rpn11 inh	CSN deneddyl inh	MLLE-PAM2 inh
N#Cc1c(SCC(=O)Nc2cccc(F)c2)sc2c(O)cc(=O)[nH]c12	2.0	-5	-10	1	-1	3	i	9	-14
CC(OC(=O)CCN=C1NS(=O)(=O)c2ccccc21)C(=O)NC1CCCCC1C (stereo not given)	-0.1	1	-1	0	1	-9	i	4	1
COc1ccc(-c2c(C(F)(F)F)nn(C)c2NC(=O)c2cccnc2)cc1	-0.2	-5	-3	1	-5	-1	i	-4	0
COc1ccc(OC)c(C(=O)CSc2nc3c(c(=O)n(C)c(=O)n3C)n2C(C)C)c1	-0.9	7	-2	3	2	1	i	6	-6
Cc1cc(C)nc(Nc2ncc(O)n2-c2ccc(C)c(C)c2)n1	8.0*	13	-1	-6	-5	-5	i	2	-17
CCCN(CC(=O)Nc1ccccc1C)C(=O)C1CCN(C(=O)Nc2ccccc2)CC1	0.2	8	-7	2	-3	-7	i	4	1
CCN1CCc2c(sc(N)c2C(N)=O)C1	0.7	-9	-11	-1	2	-15	i	-2	42
CC1Sc2ccc(S(=O)(=O)N3CCC(C(N)=O)CC3)cc2NC1=O (stereo not given)	-1.0	4	-2	-1	5	-5	i	-3	11
COC(=O)C1=C(C)N(Cc2ccccc2)C(=NCc2ccco2)N[C@H]1c1cccc(F)c1	1.8	-6	-1	2	-21	-16	i	5	-133
CCCCN1C(=S)SC(C)(C)C1/[N+]([O-])=C/c1ccc(S(=O)(=O)NC)cc1 (stereo not given)	1.1	1	-3	-2	12	-3	i	-6	-2
OC1CCCN(CC(O)COC(c2ccccc2)c2ccccc2)C1 (stereo not given)	-0.3	-1	-2	-2	11	-4	i	3	-4
Cc1nc(C)c(Oc2ccc(Cl)cc2Cl)c(=O)[nH]1	0.3	-2	-2	3	-3	-3	i	-2	1
O=C(Nc1ccc2c(c1)OCO2)C(c1ccc(Cl)cc1)N1CCC2(CC1)OCCO2 (stereo not given)	-0.7	0	-2	-1	5	11	i	6	9
Cc1ccc(N=C2NC(=O)S/C2=C\c2ccco2)cc1	2.8	-4	-2	3	-11	-8	i	3	-10
O=C1N[C@@H](Cc2ccccc2)C(=O)N2CCC[C@@H]12	0.2	0	-1	-1	-2	-3	i	-2	2

The list goes on; it opens with the 4 that closed the last part.
SMILES	MsrA inh	MT1-MMP act inh	MsrA act	Rin1-Abl PPI inh	E coli Lon inh	FAS-TE inh	Rpn11 inh	CSN deneddyl inh	MLLE-PAM2 inh
Cc1nc(C)c(Oc2ccc(Cl)cc2Cl)c(=O)[nH]1	0.3	-2	-2	3	-3	-3	i	-2	1
O=C(Nc1ccc2c(c1)OCO2)C(c1ccc(Cl)cc1)N1CCC2(CC1)OCCO2 (stereo not given)	-0.7	0	-2	-1	5	11	i	6	9
Cc1ccc(N=C2NC(=O)S/C2=C\c2ccco2)cc1	2.8	-4	-2	3	-11	-8	i	3	-10
O=C1N[C@@H](Cc2ccccc2)C(=O)N2CCC[C@@H]12	0.2	0	-1	-1	-2	-3	i	-2	2
COc1ccc2[nH]c(=O)c(CN(CCCN(C)C)C(=O)Nc3ccc(F)cc3)cc2c1	2.1	-2	-3	1	-3	-8	i	-3	5
CCOc1ccc(N=Nc2ccc(O)c3ncccc23)cc1	0.3	13	-6	2	5	0	i	-1	-15
COC(=O)c1ccc(N2CCN(S(=O)(=O)c3ccc(Br)cc3)CC2)c([N+](=O)[O-])c1	-0.8	-4	-7	1	-6	27	i	1	-4
COc1ccc(-c2nc(=S)[nH][nH]2)cc1	-1.2	6	4	-1	-4	-7	i	-10	19
O=C(Nc1ccc(NC(=O)C2CC2)nc1)c1cccnc1	0.3	-2	-5	-1	-3	-7	i	3	4
CCOC(=O)CCCNC(=O)COC(=O)c1cc(Br)c(Br)s1	-0.8	-1	-3	-1	-10	-4	i	5	-3
O=C(O)c1ccccc1/C=N/n1c(C2CCCCC2)n[nH]c1=S	-0.4	0	-2	5	9	-5	i	-3	-5
Cc1cc(Br)ccc1S(=O)(=O)n1ccnc1C	0.6	-1	-2	0	7	-4	i	-4	-1
O=C(CCC(=O)c1ccc(Br)cc1)Nc1ccc(F)cc1	-0.2	4	-3	0	-15	4	i	9	-10
COc1ccc(C)cc1NC(=O)CCNC(=O)c1ccco1	-0.5	-3	-11	3	0	-4	i	-7	4
Cc1cccc(/C=C/c2onc(C)c2S(=O)(=O)N2CCC(C(=O)NC(C)(C)C)CC2)c1	-0.6	-5	-2	0	-7	12	i	17	-5
Cc1ccc(S(=O)(=O)N2CCC(=O)N(CCOC(=O)Nc3cccc(Cl)c3)CC2)cc1	-0.9	3	-4	5	-5	14	i	-8	1
O=C(c1ccc(-c2ccccc2)cc1)N1CCN(c2ccccc2F)CC1	-1.4	0	-2	-1	-13	25	i	-9	-8
COC(=O)c1[nH]c2cccc(OC)c2c1NC(=O)CN(C)CC1OCCO1	1.1	1	-9	0	-6	-5	i	0	-3
COc1ccc(CCNc2nc3ccc(C)cc3n3cnnc23)cc1OC	0.4	-9	-14	-2	6	-2	i	1	13

Entries of single compounds, looked up by structure:
O=C(c1ccc(-c2ccccc2)cc1)N1CCN(c2ccccc2F)CC1 reads MsrA inh = -1.4; MT1-MMP act inh = 0; MsrA act = -2; Rin1-Abl PPI inh = -1; E coli Lon inh = -13; FAS-TE inh = 25; Rpn11 inh = i; CSN deneddyl inh = -9; MLLE-PAM2 inh = -8
CCOc1ccc(N=Nc2ccc(O)c3ncccc23)cc1 reads MsrA inh = 0.3; MT1-MMP act inh = 13; MsrA act = -6; Rin1-Abl PPI inh = 2; E coli Lon inh = 5; FAS-TE inh = 0; Rpn11 inh = i; CSN deneddyl inh = -1; MLLE-PAM2 inh = -15

Back to the main list, starting 3 compounds before the break.
SMILES	MsrA inh	MT1-MMP act inh	MsrA act	Rin1-Abl PPI inh	E coli Lon inh	FAS-TE inh	Rpn11 inh	CSN deneddyl inh	MLLE-PAM2 inh
O=C(c1ccc(-c2ccccc2)cc1)N1CCN(c2ccccc2F)CC1	-1.4	0	-2	-1	-13	25	i	-9	-8
COC(=O)c1[nH]c2cccc(OC)c2c1NC(=O)CN(C)CC1OCCO1	1.1	1	-9	0	-6	-5	i	0	-3
COc1ccc(CCNc2nc3ccc(C)cc3n3cnnc23)cc1OC	0.4	-9	-14	-2	6	-2	i	1	13
CSc1nnc(C2CCN(CC(=O)Nc3ccccc3N3CCOCC3)CC2)n1C	-1.0	1	6	1	-2	-7	i	4	0
CCS(=O)(=O)NCCc1cc2cc(C)c(C)cc2[nH]c1=O	0.5	x	-4	-5	15	-6	i	-1	-6
CCn1cnc2cc(NCc3ccncc3)ccc21	1.7	4	3	-4	3	-7	i	5	8
C=CCn1c(Oc2ccc(C(=O)OC)cc2)nc2c1c(=O)n(C)c(=O)n2C	0.1	2	2	2	-11	2	i	-2	-3
COCCNc1nc(C)cc(-c2cc(C(=O)NCc3ccccc3)on2)n1	0.6	3	-5	4	-9	4	i	6	-1
COc1ccc(C(CNC(=O)c2ccc(C)c(S(=O)(=O)Nc3ccccc3OC)c2)N2CCCC2)cc1 (stereo not given)	-0.2	0	-3	-1	-7	-1	i	2	-14
Cc1cccc(C(=O)c2c[nH]cc2-c2ccccc2)c1	0.2	0	-2	-3	-10	-10	i	0	8
CCc1nc2ccccc2c(C(=O)OCC(=O)Nc2ccc(S(=O)(=O)N3CCOCC3)cc2)c1C	-1.5	0	-1	0	8	21	i	3	-2
N/C(=N\OC(=O)/C=C/c1ccccc1Cl)c1ccccn1	-1.3	2	-3	2	0	-6	i	-2	-6
COc1ccc(C(=O)N2CCc3c([nH]c4ccccc34)C2C(F)(F)F)cc1 (stereo not given)	0.2	0	-1	0	9	25	i	1	-1
O=C(CNC(=O)c1ccccc1)OCN1C(=O)c2ccccc2C1=O	-0.4	4	-1	-2	-9	-5	i	-8	-5
Cc1n[nH]c(C)c1S(=O)(=O)N1CCN(C(=O)c2ccco2)CC1	0.8	4	-10	1	-7	-2	i	-3	-1
